TEAD-YAP block = TEAD-YAP interaction inhibition; HEK-TIYL cells, TEAD-Gal4/YAP UAS-luciferase luminescence; inhibition, % at 9.12 µM; 640,000 compounds, 1.4% hits; in the data active = inhibition above about 32%;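 note: 0% = median of test compound wells and 100% = reference inhibitor wells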
GPR151 activ = activators of human GPR151; activation, % at 11.2 µM; Q8TDV0; PathHunter beta-arrestin GPR151 cells, luminescence; 650,000 compounds, 1% hits; in the data active = activation above about 4.9%;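 note: 0% = median of compound wells and 100% = cells with positive control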
Target sequence (Q8TDV0 whole entry, looked up): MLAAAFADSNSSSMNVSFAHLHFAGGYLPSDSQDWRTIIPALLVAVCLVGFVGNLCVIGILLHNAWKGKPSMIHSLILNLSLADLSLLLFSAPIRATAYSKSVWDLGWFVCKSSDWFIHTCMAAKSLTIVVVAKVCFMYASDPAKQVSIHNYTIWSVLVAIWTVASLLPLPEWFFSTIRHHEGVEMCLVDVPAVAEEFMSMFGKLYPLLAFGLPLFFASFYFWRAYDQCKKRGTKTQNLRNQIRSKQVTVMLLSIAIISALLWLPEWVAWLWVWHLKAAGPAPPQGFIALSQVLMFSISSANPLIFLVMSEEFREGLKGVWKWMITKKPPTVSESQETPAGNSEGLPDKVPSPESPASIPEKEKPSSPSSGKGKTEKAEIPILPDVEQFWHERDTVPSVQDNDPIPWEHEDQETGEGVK
FBW7 activator = human FBW7 E3 ligase activation, primary screen; 650,000 compounds, 0.13% hits; Q969H0; AlphaScreen FBW7–phospho-cyclin E peptide binding, activator screen; normalized activity (activation), % at 26.1 µM; in the data active = normalized activity above about 1.9%;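 note: purified mutant Fbw7 with reduced substrate affinity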
MITF primary = blocks human microphthalmia-associated transcription factor. AID 1259374. O75030. 650,000 compounds, 0.91% hits. AlphaScreen MITF homodimerization, bead proximity signal. inhibition, % at 2.6 µM; in the data active = inhibition above about 50%;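 note: 0% = vehicle wells with protein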
Target sequence (O75030 whole entry, looked up): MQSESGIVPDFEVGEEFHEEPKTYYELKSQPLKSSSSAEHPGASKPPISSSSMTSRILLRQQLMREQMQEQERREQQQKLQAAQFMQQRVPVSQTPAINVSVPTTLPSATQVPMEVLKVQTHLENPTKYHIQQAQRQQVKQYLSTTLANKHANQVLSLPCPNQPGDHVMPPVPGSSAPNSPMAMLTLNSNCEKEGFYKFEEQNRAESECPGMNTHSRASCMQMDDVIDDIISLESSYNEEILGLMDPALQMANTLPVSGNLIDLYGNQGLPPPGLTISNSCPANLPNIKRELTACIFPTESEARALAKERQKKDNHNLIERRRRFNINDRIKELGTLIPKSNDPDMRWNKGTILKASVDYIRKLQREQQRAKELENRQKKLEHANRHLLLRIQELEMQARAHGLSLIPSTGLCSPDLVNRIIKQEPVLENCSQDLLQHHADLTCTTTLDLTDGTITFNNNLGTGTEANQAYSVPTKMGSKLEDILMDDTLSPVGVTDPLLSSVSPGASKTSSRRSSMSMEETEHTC
The depositor's hits bear a star.

SMILES	TEAD-YAP block	GPR151 activ	FBW7 activator	MITF primary
COC(=O)c1sc2nc3c(c(-c4ccc(Cl)cc4)c2c1N)CCCC3	6.3	3.1	0.0	-6.1
COc1cccc(C2Oc3ccccc3C3=C2C(c2cccc(OC)c2)n2ncnc2N3)c1 (centres undefined)	8.8	-0.2	-0.1	1.5
Cc1ccccc1NC(=S)N(CCCN1CCC(C)CC1)Cc1ccco1	3.2	0.9	-0.1	11.8
Cc1oc2cc(OS(C)(=O)=O)ccc2c(=O)c1Oc1ccccc1Br	10.2	0.1	0.8	12.6
CC(C)NCCNC(=O)c1cccs1	-2.2	0.5	0.0	16.0
Cc1ccsc1CN1CC(=O)N(c2ccc(Cl)cc2)C1=S	-12.5	0.0	0.2	22.1
N#CCCn1cc(C2CC(c3ccccc3)=NNC2=O)c2ccccc21 (centres undefined)	9.1	0.0	-0.2	-8.9
COC(=O)c1ccc(OCCOCCNCc2ccccc2)cc1	0.6	-2.4	0.2	44.9
O=C(Oc1cccc(NC(=O)c2ccco2)c1)c1cccc(S(=O)(=O)N2CCCC2)c1	5.3	-1.7	0.6	8.7
COc1ccc(O)c(CN2CCCC(C(=O)Nc3cccc(-n4cccn4)c3)C2)c1 (centres undefined)	-7.1	1.1	-0.1	0.6
COc1cc(/C=C2\NC(=S)N(C)C2=O)ccc1OCc1ccc(F)cc1	-8.8	-0.6	-0.1	3.3
COc1ccc(C(=O)N2c3ccc(F)cc3CCC2C)cc1OC (centres undefined)	-11.8	0.9	-0.1	-13.9
Cc1ccc(N2CC(O)(c3ccccc3)[N+]3=C2CCCC3)cc1 (centres undefined)	2.0	-0.1	-0.1	-4.2
CCOC(=O)c1cccc(NC(=O)c2ccc(Cl)c(Cl)c2)c1	-61.4	0.2	0.4	12.3
Cn1c(=O)c2c(n(Cc3ccccc3)c1=O)NC(=O)C2CC(=O)N1CCc2ccccc2C1 (centres undefined)	2.6	-1.8	-0.4	0.3
CCOC(=O)NCc1ccc2c(c1)OCO2	1.6	-0.4	0.0	5.7
CN1C(=O)C(CC(=O)Nc2ccccc2F)N(Cc2ccc3c(c2)OCO3)C1=S (centres undefined)	18.0	-0.3	0.0	16.0
COc1cccc(N=C2SC(C(=O)Nc3ccccc3OC)CC(=O)N2C)c1 (centres undefined)	2.4	-0.4	0.1	11.0
CCOC(=O)CC(=O)c1cc2ccc(N(CC)CC)cc2oc1=O	-17.3	5.4*	0.3	-2.1
N/C(=N\OC(=O)COc1ccccc1)c1ccccn1	-49.5	-0.7	0.0	11.4

Profiles, looked up by structure. Screens in order: TEAD-YAP block, GPR151 activ, FBW7 activator, MITF primary
Cc1ccc(N2CC(O)(c3ccccc3)[N+]3=C2CCCC3)cc1 (centres undefined) in the list: 2.0, -0.1, -0.1, -4.2
COc1cc(/C=C2\NC(=S)N(C)C2=O)ccc1OCc1ccc(F)cc1 in the list: -8.8, -0.6, -0.1, 3.3
N/C(=N\OC(=O)COc1ccccc1)c1ccccn1 in the list: -49.5, -0.7, 0.0, 11.4

Remaining list, next part
SMILES	TEAD-YAP block	GPR151 activ	FBW7 activator	MITF primary
O=C(c1ccco1)N1CCN(c2nc3ccccc3s2)CC1	-67.9	-0.4	0.8	11.7
CC(=O)c1ccc(S(=O)(=O)NC2CCCC2)cc1	-8.6	0.9	-0.1	-3.3
CCCOC(=O)C1=C(C)NC2=C(C(=O)CCC2)C1c1ccccc1OC(C)C (centres undefined)	-3.2	0.3	-0.1	-5.1
Cc1cccc(Nc2nc3c([nH]2)c(=O)n(C)c(=O)n3C)c1	2.4	-0.1	0.0	0.6
COc1cccc(CN2CCc3nnc(C(C)NC(=O)c4cccnc4)n3CC2)c1OC (centres undefined)	1.8	0.4	0.1	2.8
CCc1nccn1S(=O)(=O)c1cc(Br)c(C)cc1OC	3.8	2.0	0.0	2.6
Cc1cc(C(=O)CN2C(=O)NC3(CCCCC3)C2=O)c(C)n1-c1ccc2c(c1)OCCO2	-0.5	0.8	-0.2	-0.1
Cc1csc(=Nc2ccccc2)n1CC(=O)c1ccc(Cl)cc1	8.7	-0.6	-0.1	-3.2
CN1CCN(C(=O)CN(c2ccc(C34CC5CC(CC(C5)C3)C4)cc2)S(C)(=O)=O)CC1	6.3	-0.5	0.4	13.9
CCCNc1ncnc2c1nc(N1CCOCC1)n2C(C)C	-5.8	-0.4	0.0	4.2
COCCn1nnnc1C(c1ccc(Cl)cc1)N1CCN(c2ccccc2)CC1 (centres undefined)	-9.7	-0.7	0.0	7.3
COc1cncc(-c2cnc(NCc3cc(OC)c(OC)c(OC)c3)c3nccn23)c1	-9.2	-0.5	-0.7	-1.5
Clc1ccc(CNc2cnccn2)cc1	0.6	0.4	0.1	9.6
O=C(NCc1ccccn1)NC1CCCCC1	8.7	0.5	-0.6	40.9
Cc1cc(C)nc(-n2ncc(Cl)c(Cl)c2=O)n1	86.0*	-1.2	0.3	9.0
Cc1cccc(C)c1NC(=O)C1CCCN1Sc1ccccc1[N+](=O)[O-] (centres undefined)	3.5	1.9	0.2	6.0
CCCN1CCN(c2nc3c(c(=O)[nH]c(=O)n3C)n2CCc2ccccc2)CC1	4.8	-0.7	0.3	-1.8
CCOC(=O)c1ccc(N2CCN(c3cccc(OC)c3)CC2)c(NC(=O)Nc2cccc(OC)c2)c1	-12.4	-0.8	0.2	9.5
CCOC(=O)c1sc(NC(=O)CSc2nc3cc(C)ccc3cc2C#N)nc1C	5.9	-0.4	0.2	11.8
O=C(/C=C\c1ccc2c(c1)OCO2)NC1(C(=O)Nc2ccc3c(c2)OCCO3)CCCCC1	8.1	-0.8	1.0	9.5
CC(=O)N1CCN(C(=O)CN2N=C(C(C)(C)C)Cn3c(cc4ccccc43)C2=O)CC1	3.9	-0.4	0.0	-4.2
CCOC(=O)c1ccc(CN(Cc2ccc(F)cc2)S(=O)(=O)c2ccc(F)c(C(=O)Nc3ccc(OCC)cc3)c2)cc1	-1.7	2.0	0.2	-10.2
COC(=O)c1ccc(NC(=O)CN2CCN(Cc3nc4ccccc4n3C)CC2)cc1	2.1	-0.4	-0.2	70.3*
COc1ccc(-c2[nH]ncc2C(=O)NCc2ccccc2)cc1	-6.0	0.6	-0.1	0.0
CCc1cc(=O)[nH]c(-n2ncc(C(=O)N3CCc4ccccc43)c2C)n1	4.0	-2.0	0.3	8.7
COc1ccc(CC(=O)N2CCC(c3nnc(C4CC4)o3)CC2)cc1	1.1	1.2	0.2	1.7
COc1ccc(-c2nnn3c2nc(NCc2cccc(OC)c2)c2ccccc23)cc1	5.6	-0.3	0.1	1.4
COc1ccc(CC(C)CC(=O)Nc2ccc(OC)cc2)cc1 (centres undefined)	0.6	2.5	-0.2	-12.7
O=C1CCCC2(O)C1C(c1ccccc1Cl)NC(=O)N2Cc1ccccc1 (centres undefined)	7.8	1.9	0.0	-2.1
COc1ccc(Cl)cc1NC(=O)/C(C)=C\C(=O)O	9.3	4.1	-0.1	1.1
CCN(CC)C(=O)C(=O)c1cccn1-c1cccc(Cl)c1C#N	2.6	-0.2	0.0	-10.8
CCOC(=O)c1c(NC(=O)C2CC2)sc2c1CCC2	-15.9	0.8	0.2	9.6
CCC1CCCN1Cn1cnc2c([nH]c3ccc(OC)cc32)c1=O (centres undefined)	3.5	-0.4	0.0	-5.5
Cc1ccc(CN2C(=O)N/C(=C\c3ccc(N4CCOCC4)cc3)C2=O)cc1	11.8	1.9	-0.1	-1.5
Cc1nc2ccccc2c(=O)n1NC(=O)c1cc([N+](=O)[O-])cc([N+](=O)[O-])c1	6.0	0.3	0.0	2.4
CC1=C(C(=O)Nc2cccc(F)c2)C(c2ccncc2)C2=C(CC(C)(C)CC2=O)N1 (centres undefined)	1.1	0.7	0.4	6.8
O=C(c1cc(C2CC2)on1)N1CCN(c2cccc(Cl)c2Cl)CC1	-1.0	-2.1	0.2	11.0
O=C(O)C1CCCN1C(=O)Nc1ccccc1 (centres undefined)	8.2	1.2	0.0	15.2
COc1ccc(C(CC(=O)NC2CCCC(C)C2C)NS(=O)(=O)c2ccc(F)cc2)cc1 (centres undefined)	5.2	0.8	-0.1	5.7
COc1ccc(/C=C(\Cl)c2nc3cc(C(=O)O)ccc3c(=O)[nH]2)cc1O	-1.2	-0.7	-0.1	4.0

The list goes on; the last two above are carried over.
SMILES	TEAD-YAP block	GPR151 activ	FBW7 activator	MITF primary
COc1ccc(C(CC(=O)NC2CCCC(C)C2C)NS(=O)(=O)c2ccc(F)cc2)cc1 (centres undefined)	5.2	0.8	-0.1	5.7
COc1ccc(/C=C(\Cl)c2nc3cc(C(=O)O)ccc3c(=O)[nH]2)cc1O	-1.2	-0.7	-0.1	4.0
CN1CCN(c2ccc3nnc(CCC(=O)N4CCN(c5ccccc5)CC4)n3n2)CC1	5.3	-0.2	0.0	-8.5
Cc1ccc(Nc2nc(O)c(C3=c4ccccc4=NC3=O)s2)c(C)c1	-6.0	0.4	-0.2	9.1
CCCC(=O)Nc1ccc(C(=O)N2CCC(C(=O)OCC)CC2)cc1	-6.0	2.4	0.5	-5.5
O=C1NC(=S)N/C1=C/c1cccc(Cl)c1Cl	-6.5	-0.7	0.5	-5.6
O=C(CSc1cn(Cc2cccc(F)c2)c2ccccc12)NCC1CCCO1 (centres undefined)	-6.3	3.1	0.2	-10.3
CCOC(=O)C1=C(C)N=c2s/c(=C/c3ccc(OCCOc4ccccc4C)c(OCC)c3)c(=O)n2C1c1ccc(OC)cc1 (centres undefined)	6.3	1.4	-0.3	0.4
COC(=O)c1c(NC(=O)/C(C#N)=C/c2cccs2)sc(C)c1C	3.0	0.5	-0.1	-12.9
COc1ccccc1/C=N/Nc1ccccn1	-40.7	-0.2	-0.9	7.8
COCCCn1nnnc1SCC(=O)Nc1ccc(C)cc1	-5.2	-0.6	0.5	18.5
CC1CCc2nc(NC(=O)CN3CCOCC3)sc2C1 (centres undefined)	-52.6	-1.0	0.9	13.9
Cc1ccc(-c2noc(COc3ccc(C)cc3C)n2)cc1	1.8	2.3	0.0	-16.6
COCC(=O)Nc1nnc(SCC(=O)NC2CCCCC2)s1	4.1	-0.2	0.2	11.4
CCOC(=O)Cn1c(Br)nc2c1c(=O)n(C)c(=O)n2C	6.2	0.0	-0.2	-4.5
O=C(c1cccnc1)N1CCN(CC2CC=CCC2)CC1 (centres undefined)	5.5	-0.4	0.6	70.8*
COc1ccc(/C=C2/C(=O)NC(=O)N(c3cccc(C(F)(F)F)c3)C2=O)cc1	0.6	-1.4	0.7	8.8
COC(=O)C1=C(NC(=O)CSCc2ccccc2)CCS1	-11.5	-1.2	-0.2	20.2
CCSc1sc(CC)cc1C1C(C(=O)Nc2ccc(Br)cn2)=C(C)NC2=C1C(=O)CCC2 (centres undefined)	-10.2	-1.3	0.1	-9.0
Cc1c(NC(=O)c2cc(-c3ccco3)on2)c(=O)n(-c2ccccc2)n1C	2.9	-0.7	-0.1	-4.8
CC(C)N(CCNc1nc(N2CCOCC2)nc2nc[nH]c12)C(C)C	-2.1	-3.0	0.0	-5.0
CC(C)OC(=O)c1ccc2c(c1)C(=O)N(c1cccc([N+](=O)[O-])c1)C2=O	-2.7	-0.8	0.5	0.1
C/C(=N\Nc1cc(Cl)nc(C)n1)c1ccc([N+](=O)[O-])cc1	0.5	1.5	0.2	-2.8
COc1cccc(NC(=O)c2ccc(-c3ccco3)nc2N2CCOCC2)c1	-14.7	0.3	0.2	13.0
COc1cccc(CCNC(=O)c2ccc(C#N)cc2)c1	-29.7	-0.6	0.0	3.6
COCCSc1nnc(NC(=O)C2CC(=O)N(c3ccc(C)cc3)C2)s1 (centres undefined)	-8.0	1.3	-0.1	0.6
CC(NC(=O)CCNS(=O)(=O)c1ccc2c(c1)CCC(=O)N2)c1ccccc1 (centres undefined)	1.4	-0.6	-0.1	2.2
CC(C)[C@@H](Cn1nc(-c2cccs2)ccc1=O)NC(=O)Cc1n[nH]c(=O)c2ccccc12	-4.1	-0.7	0.1	-13.8
Cc1nnn(C23CC4CC(CC(CC(=O)Nc5cccc(F)c5)(C4)C2)C3)n1	-3.7	1.5	0.5	0.5
Cc1c(C(=O)N/N=C/c2ccc(N(C)C)cc2)no[n+]1[O-]	0.7	-6.9	-0.2	8.6
O=C(COC(=O)C12CC3CC(CC(O)(C3)C1)C2)Nc1cccc(F)c1	-9.5	0.2	0.1	1.7
O=C(Nc1ccccc1)c1ccc(N2C(=O)C3C4C=CC(C4)C3C2=O)cc1 (centres undefined)	-51.6	5.0*	0.0	-1.0
Cc1cccn2c(=O)c3cc(C(=O)NCCc4ccc(S(N)(=O)=O)cc4)n(C)c3nc12	14.2	-0.8	0.1	11.2
O=C(CN1CCN(c2ccc(Cl)cc2)CC1)NCc1cccs1	10.4	0.6	0.0	14.7
COc1ccc(CN2CCN(Cc3cccnc3)CC2CCO)c(F)c1 (centres undefined)	15.6	0.3	-0.1	4.8
O=[N+]([O-])c1ccc(N=C(c2cccc([N+](=O)[O-])c2)N2CCCCC2)cc1	-17.9	1.8	-0.7	-15.7
CC1(Cc2ccncc2)C(=O)Nc2ccc(-c3ccc(F)cc3)cc21 (centres undefined)	-4.6	0.3	0.1	-3.2
CCOc1ccc(/C(O)=C2/C(=O)C(=O)N(c3ccccc3)C2c2ccccc2)cc1 (centres undefined)	6.6	-1.1	0.0	-1.4
NS(=O)(=O)c1ccc(NC(=O)COC(=O)c2cc(F)c(F)cc2Cl)cc1	-5.2	-2.8	0.1	24.1
O=C(COC(=O)c1cc(C(F)(F)F)cc(C(F)(F)F)c1)NCC1CCCO1 (centres undefined)	3.0	2.7	0.1	7.2

Source: PubChem (The Scripps Research Institute Molecular Screening Center)
